High-throughput results (PubChem)
14-3-3 PPI: modulators of human 14-3-3 gamma - Raf peptide interaction. P61981. FP, 14-3-3gamma / TMR-pS259-Raf peptide binding. inhibition, % at 40 µM. 0.19% of 160,000 active. AID 422; in the data active = inhibition above about 30%;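 note: 0% = protein plus tracer without compound and 100% = blank with tracer alone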
Target sequence (P61981 whole entry, looked up): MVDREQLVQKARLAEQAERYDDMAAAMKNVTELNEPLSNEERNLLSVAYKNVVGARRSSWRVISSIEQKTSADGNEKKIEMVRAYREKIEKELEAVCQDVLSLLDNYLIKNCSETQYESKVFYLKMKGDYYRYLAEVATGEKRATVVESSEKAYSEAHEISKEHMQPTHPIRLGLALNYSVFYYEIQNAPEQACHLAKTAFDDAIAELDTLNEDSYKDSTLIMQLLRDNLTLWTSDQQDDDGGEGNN
* = called active by the depositor; & = joins results of further samples. An excerpt; rates above refer to the full screens.

SMILES	14-3-3 PPI
CCOC(=O)c1ccc(N2C(=O)c3ccccc3NC2c2ccccc2)cc1 (stereo not drawn)	5
COC(=O)C1=NN(C(=O)c2ccccc2)C(C)(O)C1 (stereo not drawn)	7
C=CCN(c1ccccc1)S(=O)(=O)c1ccc(N2C(=O)c3ccccc3C2=O)cc1	-9
C=CCc1ccccc1OCCn1ccnc1	-4
COC(=O)c1ccccc1NC(=O)C1CC(=O)N(c2ccccc2)C1 (stereo not drawn)	0
Cn1c(=O)c2c(nc(NCc3ccc4c(c3)OCO4)n2C)n(C)c1=O	-11
CCCCNC(=O)c1nc2ncc(Br)cn2n1	1&-6
O=C1C(=O)N(c2ccccn2)C(c2ccc(Cl)cc2)/C1=C(\O)c1ccc(Cl)cc1 (stereo not drawn)	-7
CCOC(=O)Cc1cnc(NC(=O)CSc2nc(C)cc(C)n2)s1	3
CCSc1nc2sc3c(c2c2n[nH]c(=S)n12)CCCC3	-12
COc1ccc(-c2ncnn2-c2sc3c(c2C#N)CCCC3)cc1OC	-4
CCOC(=O)Cn1nnc(-c2ccc(OCC(C)C)cc2)n1	-3
O=C(NCCN1CCN(C(=O)c2ccccc2)CC1)C(=O)Nc1ccc(F)cc1	-3
CCCCc1cc(=O)oc2cc3occ(C)c3cc12	3
CCCCC(NS(=O)(=O)c1ccc(F)cc1)C(=O)O (stereo not drawn)	1
Cc1ccccc1OCC(O)Cn1c(SCC(N)=O)nc2c1c(=O)[nH]c(=O)n2C (stereo not drawn)	-1
CC(=O)N1N=C(c2ccc(C)c([N+](=O)[O-])c2)OC12CCCC2	4
COc1ccc(C2=Nn3c(nnc3-c3cccnc3)SC2)cc1	-7
O=c1[nH]c2ccc(N=Cc3ccc4ncccc4c3)cc2[nH]1	-18
C=CCn1c(SCC(=O)O)nnc1-c1ccc(C(C)(C)C)cc1	0
C=CCn1c(NCCO)nc2sc3c(c2c1=O)CCC3	-2
COc1ccc2c(c1)CCc1c(C(=O)NCCc3ccc(OC)c(OC)c3)noc1-2	-3&2
COc1ccc(NC(=O)CSc2nc3c(cnn3-c3ccc(F)cc3)c(=O)[nH]2)c(OC)c1	2
Cc1ccccc1OCCNc1cc(N2CCN(C)CC2)ccc1[N+](=O)[O-]	-2
COc1ccc(NC(=O)c2ccc(Br)o2)cc1Cl	-54

Reprinted from the entries so far, 2 compounds:
SMILES	14-3-3 PPI
CCOC(=O)c1ccc(N2C(=O)c3ccccc3NC2c2ccccc2)cc1 (stereo not drawn)	5
COC(=O)C1=NN(C(=O)c2ccccc2)C(C)(O)C1 (stereo not drawn)	7

Arranged by number of heavy atoms (rising): some entries from above.
SMILES	14-3-3 PPI
C=CCc1ccccc1OCCn1ccnc1	-4
COc1ccc(NC(=O)c2ccc(Br)o2)cc1Cl	-54
CCCCC(NS(=O)(=O)c1ccc(F)cc1)C(=O)O (stereo not drawn)	1
C=CCn1c(NCCO)nc2sc3c(c2c1=O)CCC3	-2
CCOC(=O)Cn1nnc(-c2ccc(OCC(C)C)cc2)n1	-3
COc1ccc(C2=Nn3c(nnc3-c3cccnc3)SC2)cc1	-7
CCOC(=O)Cc1cnc(NC(=O)CSc2nc(C)cc(C)n2)s1	3
COC(=O)c1ccccc1NC(=O)C1CC(=O)N(c2ccccc2)C1 (stereo not drawn)	0
COc1ccc(-c2ncnn2-c2sc3c(c2C#N)CCCC3)cc1OC	-4
Cc1ccccc1OCCNc1cc(N2CCN(C)CC2)ccc1[N+](=O)[O-]	-2
CCOC(=O)c1ccc(N2C(=O)c3ccccc3NC2c2ccccc2)cc1 (stereo not drawn)	5
Cc1ccccc1OCC(O)Cn1c(SCC(N)=O)nc2c1c(=O)[nH]c(=O)n2C (stereo not drawn)	-1
COc1ccc2c(c1)CCc1c(C(=O)NCCc3ccc(OC)c(OC)c3)noc1-2	-3&2
COc1ccc(NC(=O)CSc2nc3c(cnn3-c3ccc(F)cc3)c(=O)[nH]2)c(OC)c1	2

The list continues.
SMILES	14-3-3 PPI
COc1cc(C2NC(=S)NC(C)=C2C(=O)Nc2ccccc2OC)ccc1O (stereo not drawn)	-12
CCOc1ccc(N=C2SC(C(=O)Nc3ccc(OC)cc3)CC(=O)N2Cc2ccc(Cl)cc2)cc1 (stereo not drawn)	-5
CC(=O)c1ccc(NC(=O)C2C3CCC(C3)C2C(=O)O)cc1 (stereo not drawn)	1
O=C(Nc1cccc2ccccc12)c1sc2cccc(Cl)c2c1Cl	-14
COC(=O)c1ccc(C(=O)Nc2nc3cc(N)ccc3s2)cc1	8
COc1ccc(Cn2nnnc2C(c2cccs2)N2CCOCC2)cc1 (stereo not drawn)	-6
O=C(NCC1CCCO1)C1CCC(=O)N1Cc1ccc(F)cc1 (stereo not drawn)	-1
Cc1ccccc1NC(=O)CSC1=Nc2ccccc2C2=NC(c3ccccc3)C(=O)N12 (stereo not drawn)	-42
Cc1nn2c(N3CCN(c4ccccn4)CC3)cc(C(C)C)nc2c1-c1ccccc1	-1
COc1ccc(Cn2c(CCCO)nc3ccccc32)cc1OC	-2
CC(C)Oc1ccc(C2C3=C(CC(C)(C)CC3=O)Nc3ccccc3N2C(=O)C(F)(F)F)cc1 (stereo not drawn)	-1
COc1ccc(N(CC(=O)NCc2ccccc2)S(=O)(=O)c2ccc(C)c([N+](=O)[O-])c2)cc1	0
COC(=O)c1c(C)oc2ccc(N(C(=O)c3ccc([N+](=O)[O-])cc3)S(=O)(=O)c3ccccc3)cc12	1
CC(C)COC(=O)n1c(SCC(=O)N(C)C)nc2ccccc21	-4
O=C(CCc1nc(-c2ccccc2)no1)NCC1CCCO1 (stereo not drawn)	-13
O=[N+]([O-])c1cc(C(F)(F)F)ccc1N1CCN(c2ccc(Cl)nn2)CC1	2
CCCCOc1cccc(C(=O)Nc2ccc(-c3nc4ccccc4s3)c(O)c2)c1	-15
Cc1ccc(CNS(=O)(=O)c2ccc(F)c(C(=O)Nc3cccc(F)c3)c2)cc1	4
CN1CCN(C(=O)CC2Sc3ccccc3NC2=O)CC1 (stereo not drawn)	-5
CC(=O)c1ccc(N=Cc2cc([N+](=O)[O-])ccc2O)cc1	-3
O=C(O)c1cc(-[n+]2nc3nonc3[nH]2)ccc1[O-]	-271
O=C(CCN1C(=O)C2C3C=CC(C3)C2C1=O)NCCc1ccccc1 (stereo not drawn)	-1&7
N#Cc1ccc(Oc2ccccc2N2C(=O)C3C4C=CC(C4)C3C2=O)cc1 (stereo not drawn)	0
CC(CNC(=O)C1CCCCC1)NC(=O)C1CCCCC1 (stereo not drawn)	2
CN1C(=O)C2(C(C#N)=C(N)Oc3n[nH]c(-c4ccc(Cl)cc4)c32)c2ccccc21 (stereo not drawn)	-3

Further structures follow.
SMILES	14-3-3 PPI
CCOC(=O)C1=C(C)Nc2ncnn2C1c1ccc(OCc2ccccc2)cc1 (stereo not drawn)	-3
O=[N+]([O-])c1ccc(N2CCN(S(=O)(=O)c3ccc(Cl)cc3)CC2)cc1NCc1ccco1	2
COc1ccc(Br)cc1C1C=C(c2cccs2)Nc2nc3ccccc3n21 (stereo not drawn)	-94
COc1ccc(-c2nc3n(n2)C(c2ccccc2Cl)C(C(N)=O)=C(C)N3)cc1 (stereo not drawn)	-1
C=CCc1cccc(CNc2cnc3ccccc3c2)c1O	-4
CCC1=C(C(=O)OC)C(c2cc(OC)ccc2OC)C(C#N)=C(N)O1 (stereo not drawn)	3
Cc1nn(-c2ccccn2)c2c1-c1nc(N)ncc1CC2	-11
O=C(CN1CCCCCC1)Nc1nc(-c2ccccc2)cs1	-6
O=C(Nc1cn(-c2ccccc2)nc1-c1cccs1)c1ccco1	-6
S=C1NCN(Cc2ccccc2)CN1CCc1ccccc1	-2
CN(C)CCCNC(=O)CC(c1ccccc1)c1ccccc1O (stereo not drawn)	-2
CCC1c2ccc(C)n2CCN1C(=O)Nc1ccc(F)cc1 (stereo not drawn)	-5
COC(=O)NCc1ccc(Cl)c(Cl)c1	-1
CCc1ccc(NC(=O)Cn2c(=O)n(-c3ccc(C)c(F)c3)c(=O)c3sccc32)cc1	-7
CN(CCC#N)S(=O)(=O)c1ccc2c(c1)oc(=O)n2C	6
COc1ccc(NC(=O)c2ccccc2NS(C)(=O)=O)cc1OC	-2
CCCCn1c2ccc(C)cc2c2nc3ccccc3nc21	7
CSc1nc2c(cnn2-c2ccc(C)c(C)c2)c(=O)[nH]1	0&0
c1ccc2c(c1)[nH]c1c(NCC3CCCO3)ncnc12 (stereo not drawn)	-3
CC(C)NC[C@H](O)COc1cccc2[nH]ccc12	3&-2
COc1cc2cc(CN(CCO)S(=O)(=O)c3ccccc3Cl)c(=O)[nH]c2cc1OC	0
CCOC(=O)CSc1nnc(Cn2nnc(-c3ccccc3)n2)n1C	-9
O=C(O)CN1C(=O)C2C3CC(C2C1=O)C1C(c2ccc(Br)cc2)c2sc(=O)[nH]c2SC31 (stereo not drawn)	2
CCOC(=O)c1c(-c2ccccc2)csc1NC(=O)c1noc2c1CC(C(C)(C)C)CC2 (stereo not drawn)	-39
COc1ccc(NC(=O)N(Cc2ccc(C)cc2)Cc2ccccn2)c(OC)c1	2&-4

(listing goes on)
SMILES	14-3-3 PPI
CCC(C)OC(=O)C1=C(C)NC2=C(C(=O)CC(c3ccc(Cl)cc3)C2)C1c1cc(OC)c(OC)c(OC)c1 (stereo not drawn)	8
COc1ccc(-n2nc3cc(C)c(NC(=O)c4ccccc4Cl)cc3n2)cc1	-1
CC(C)c1ccc(OCC(O)CN2CCCCC2C)cc1 (stereo not drawn)	-5
COc1cc2c(cc1NCc1ccccn1)oc1ccccc12	1
CCOC(=O)C1=C(C)NC2=C(C(=O)CC(c3ccc(OC)c(OC)c3)C2)C1c1ccc(OC)cc1OC (stereo not drawn)	-9
Cc1nnc(SCc2ccc(Cl)cc2)n1CC1CCCO1 (stereo not drawn)	0
Cc1ccn(C(=O)COc2ccccc2Cl)n1	-4
Oc1ccc(CN2CCCCC2)nc1-c1ccccc1	-9
COc1ccccc1CNC(=O)CCn1c(=O)[nH]c2ccccc2c1=O	-1
Cc1c(C(=O)CN2CCOCC2)[nH]c2ccccc12	-4
CC1=C(C(=O)OCCOc2ccccc2)C(c2cccc(Cl)c2)C2=C(CC(C)(C)CC2=O)N1 (stereo not drawn)	-6
COc1ccc(C2=NN3C(C2)c2ccccc2OC3c2cccc([N+](=O)[O-])c2)cc1 (stereo not drawn)	-1
O=C(CCCCCN1C(=O)c2ccccc2C1=O)Nc1ccc[nH]c1=O	0
N#C/C(=C(/O)CN1CCOCC1)c1nc2ccccc2s1	-6
CCCS(=O)(=O)c1c(S(=O)(=O)CCC)c2c3ccccc3ccn2c1C(N)=O	-7
COc1cccc(-n2c(=O)c3cc(OC)c(OC)cc3n(CC(=O)Nc3cc(C)[nH]n3)c2=O)c1	13
COc1cc2c(cc1OC)C(C(=O)Nc1ccc(F)cc1)C(c1cccnc1)N(C)C2=O (stereo not drawn)	-8
Cc1sc2nc(Cc3ccccc3)nc(Nc3ccc4c(c3)OCCO4)c2c1C	-3
CC(C)OC(=O)CN1C(=O)C(C)(C)Oc2ccc(C(=O)NC3CC3)cc21	-1
O=C(CSc1nc(O)c(Cc2ccccc2F)c(=O)[nH]1)N1CCCCCC1	-1
O=C(Cc1csc(Nc2nc(=S)[nH]c3ccccc23)n1)NCCC1=CCCCC1	-23
COCC(=O)N(Cc1ccc(OC)cc1)Cc1nc2ccccc2c(=O)[nH]1	-2
N#Cc1cc([N+](=O)[O-])cc2c1C=Cc1c(ccc3ccccc13)O2	-9
O=C(CSc1nc(N2CCCCC2)nc(N2CCCCC2)n1)c1ccccc1	0
Nc1nnc(-c2cc3ccccc3oc2=O)s1	-1

(cont.)
SMILES	14-3-3 PPI
C=CCn1c(NC(=O)c2ccc(C)cc2)c(C#N)sc1=N	2
CSc1nsc(SC)c1NC(=O)OCc1ccccc1	-10
CCOC(=O)C1=C(c2ccccc2)OC(N)=C(C#N)C1C(C)C (stereo not drawn)	3
O=C(Nc1nncs1)c1ccc(N2C(=O)C3C4C=CC(C4)C3C2=O)cc1 (stereo not drawn)	-7&-8
c1ccc(CSc2nnc(-c3ccncc3)o2)cc1	-16&-5
Cc1ccc(-c2nc3ncccc3o2)cc1NC(=O)c1cccc(Br)c1	-15
COC(=O)C1=C(C)Nc2nc(SCc3ccccc3)[nH]c(=O)c2C1c1ccc(Cl)cc1 (stereo not drawn)	-10
CSC1=C(C#N)C(c2cccc(Br)c2)CC(=O)N1 (stereo not drawn)	-3
CCn1c(CNC(=O)c2ccc(OC)c(OC)c2)nc2ccccc21	-9
CCOC(=O)CN(Cc1ccc(F)cc1)S(=O)(=O)c1ccc(F)c(C)c1	-6
C/C(O)=c1/ccc2cccc3nc(C)nc1c23	-10&-15
Cc1cccc(Cc2nnc(NC(=O)c3cccc(S(=O)(=O)N4CCOCC4)c3)s2)c1	9
C=C(C)COc1ccc2cc(-c3nc4ccccc4s3)c(=O)oc2c1	-13
CC1CC(C)CN(S(=O)(=O)c2ccc(-c3nc4ccccc4s3)cc2)C1 (stereo not drawn)	-1
Cc1cccc(N2CCN(S(C)(=O)=O)CC2)c1C	-9
OC(Cn1nnc2ccccc21)Cn1c2ccc(Br)cc2c2cc(Br)ccc21 (stereo not drawn)	-2
CCCC(=O)N1CCS(=O)CC1	-7
COC(=O)c1ccc(C)c(NC(=O)CN(c2cc(OC)ccc2OC)S(C)(=O)=O)c1	-1
COCCCNC(=O)c1cc2c(=O)n3cc(C)ccc3nc2n(C2CCCC2)c1=N	-243
CCN(CC)c1cc(C)c2cc(NC(=O)c3ccc(OC)cc3)ccc2n1	-4
O=C(NCc1ccco1)C1CCN(S(=O)(=O)N2CCCC2)CC1	3
COc1ccc(C)cc1NC(=O)CSc1nnc(-c2ccc(Br)cc2)o1	-14
COc1cc2[nH]c(=O)n(CCCC(=O)N3CCN(Cc4ccccc4)CC3)c(=O)c2cc1OC	-9
Oc1ccc(-c2nc3ccccn3c2NCc2ccc3c(c2)OCO3)cc1	-17
CC(C)(C)c1cc(C(C)(C)C)[nH]n1	4
CCOc1cccc2c1OC1(C)CC2NC(=O)N1c1cccc(C(=O)N2CCN(c3ccc(F)cc3)CC2)c1 (stereo not drawn)	-1
Nc1cc(C(=O)O)ccc1Nc1ccccc1	-51&13
CCOC(=O)c1cc2c(=O)n3ccccc3nc2n(CCOC)c1=NC(=O)C(C)(C)C	-4
